tim23-1 inh: growth inhibitors of tim23-1 mutant yeast. S. cerevisiae tim23-1 growth, BacTiter-Glo luminescence, 24 h. inhibition, % at 20 µM. 1.3% of 330,000 active;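 active means growth inhibition of the mutant yeast at or above 50%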;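 further: temperature-sensitive mutant grown at 25 °C; plate controls were DMSO-treated mutant yeast for no effect and medium wells lacking yeast for full effect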
tim10-1 inh: tim10-1 yeast growth inhibition; inhibition, % at 20 µM; 2.2% of 330,000 active; S. cerevisiae tim10-1 ts strain growth, BacTiter-Glo, 24 h;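 active means inhibition of at least 40%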;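 further: mutant grown at 25 °C; 0% = DMSO wells with yeast and 100% = wells holding no yeast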
CXCR6 block: blocks human CXCR6 beta-arrestin recruitment | inhibition, % at 20 µM | 0.36% of 360,000 active | O00574 | CHO-K1 PathHunter CXCR6 beta-arrestin, luminescence; in the data active means inhibition above about 34%, passing the limit was not always enough;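 further: antagonist mode with CXCL16 agonist at 10 nM final; 0% = 10 nM CXCL16 with DMSO and 100% = unstimulated wells without agonist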
Target sequence (O00574 whole entry, looked up): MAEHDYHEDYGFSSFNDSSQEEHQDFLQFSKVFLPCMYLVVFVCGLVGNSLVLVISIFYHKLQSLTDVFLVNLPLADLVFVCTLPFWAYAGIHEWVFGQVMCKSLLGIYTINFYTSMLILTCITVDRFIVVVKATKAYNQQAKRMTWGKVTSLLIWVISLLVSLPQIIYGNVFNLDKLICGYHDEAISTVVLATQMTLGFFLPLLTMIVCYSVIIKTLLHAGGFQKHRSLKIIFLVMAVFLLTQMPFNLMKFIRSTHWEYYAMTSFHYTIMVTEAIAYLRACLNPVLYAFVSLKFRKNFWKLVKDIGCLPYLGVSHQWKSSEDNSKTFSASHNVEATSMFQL
TIM10 inh: inhibits growth of TIM10 yeast strain | S. cerevisiae TIM10 strain growth, BacTiter-Glo luminescence, 24 h | AID 463195 | 1.4% of 330,000 active | inhibition, % at 10 µM;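 active means inhibition of 40% or more at the single tested concentration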;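 further: wild-type TIM10 isogenic control strain grown at permissive 25 °C; 0% = DMSO yeast wells and 100% = minimal medium wells without yeast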
APJ antag: antagonists of human APJ apelin receptor. P35414. CHO-K1 APJ beta-arrestin complementation, luminescence. inhibition, % at 20 µM. 0.32% of 330,000 active;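 active means inhibition above about 40% at 20 µM, limit read from the data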;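 further: cells challenged with 10 nM apelin-13 agonist together with compound; plate controls were apelin-13 plus DMSO wells for no effect and DMSO wells lacking apelin-13 for full effect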
Target sequence (P35414 whole entry, looked up): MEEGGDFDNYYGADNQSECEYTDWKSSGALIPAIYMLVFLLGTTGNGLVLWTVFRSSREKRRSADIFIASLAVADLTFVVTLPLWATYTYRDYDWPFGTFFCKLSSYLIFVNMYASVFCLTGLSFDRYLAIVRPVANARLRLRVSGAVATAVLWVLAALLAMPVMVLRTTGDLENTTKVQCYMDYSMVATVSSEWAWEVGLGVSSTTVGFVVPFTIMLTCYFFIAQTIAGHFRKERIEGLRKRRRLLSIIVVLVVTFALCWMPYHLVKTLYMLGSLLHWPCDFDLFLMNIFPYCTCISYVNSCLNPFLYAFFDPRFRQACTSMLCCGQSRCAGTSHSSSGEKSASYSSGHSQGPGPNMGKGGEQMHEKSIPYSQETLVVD
XBP1 UPR activ: activators of adaptive arm of unfolded protein response (XBP1); activation, % at 20 µM; 0.33% of 330,000 active; CHO-XBP1 luciferase reporter, IRE1-XBP1 UPR activation, luminescence; percent of tunicamycin response, DMSO as zero;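 active means versus positive control, 20 µM dose yields 30% or more activation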;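 further: 100% = tunicamycin at 10 µg/mL and 0% = DMSO only wells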
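Signal: luciferase luminescence; Assay system: CHO-XBP1 luciferase reporter cells; Amount: one thousand reporter cells per well; Dosing: 20 µM single concentration, DMSO 1%; Benchmarks: high control tunicamycin 10 µg/mL final, low control DMSO vehicle only; Schedule: 6 h compound exposure at 37 °C, 5% CO2; Evaluation: percent activation relative to tunicamycin reference.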
CHOP UPR activ: activators of apoptotic arm of unfolded protein response (CHOP); CHO-CHOP luciferase reporter, UPR activation, luminescence; percent of tunicamycin response over DMSO baseline; activation, % at 10 µM; 0.34% of 330,000 active; AID 449763;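 active means at 10 µM dose, activation of 40% or more, normalized to positive control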;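 further: 100% = tunicamycin at 10 µg/mL and 0% = DMSO alone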
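Evaluation: % reporter activation, DMSO baseline versus tunicamycin full activation; System: CHO-CHOP luciferase reporter cell line; Input: 500 cells/well; Incubation: 6 h compound treatment, 37 °C; Measured by: Steady-Glo luciferase luminescence; Dosing: one dose, 10 µM in 0.5% DMSO; Buffer or medium: F12 medium, 10% FBS; Benchmarks: positive tunicamycin 10 µg/mL, negative DMSO alone.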
Mdm2 MdmX PPI: human Mdm2/MdmX binding inhibition. SaOS-2 split-luciferase Mdm2/MdmX complementation, luminescence. inhibition, % at 8 µM. 3% of 330,000 active. AID 485346;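 active means inhibition of at least 50% at 8 µM in the primary screen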
APJ ag: agonists of human APJ apelin receptor; CHO-K1 APJ PathHunter beta-arrestin, luminescence; 0% DMSO wells, 100% apelin; P35414; activation, % at 20 µM; 0.11% of 330,000 active; AID 2520;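 active means activation more than six SD over the plate average, tested at 20 µM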;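 further: 0% = DMSO alone and 100% = apelin-13 at 10 nM; some results filed as inactive read as strong as hits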
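assay system = CHO-K1 APJ beta-arrestin complementation cell line | input = cell density 1000 per well | dosing = compound 20 µM once, DMSO 1% | timing = compound 90 min 25 °C, reagent 1 h | measured by = luminescence from split beta-galactosidase complementation, Galacton Star/Emerald II substrate | read-out basis = APJ agonist activity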
* marks the source's active call; other numbers are inactive results; x = not tested or not shown. Some of the compounds tested, so the mix of outcomes need not match the whole.

SMILES	tim23-1 inh	tim10-1 inh	CXCR6 block	TIM10 inh	APJ antag	XBP1 UPR activ	CHOP UPR activ	Mdm2 MdmX PPI	APJ ag
O=C(Nc1ccc(F)cc1F)N1CCCN(CCOc2ccccc2)CC1	-6.0	-9.4	5.8	-13.4	1.4	-3.6	-0.7	-8.1	-3.1
Cc1ccc(S(=O)(=O)NCC(=O)N(CC(=O)NC(C)(C)C)Cc2cccs2)cc1	-5.6	1.9	-3.4	-2.2	-1.7	-2.6	-0.8	15.7	-1.0
Cc1cccc(N=C(NO)c2nonc2N)c1	7.6	-2.9	-4.2	-4.2	-15.2	-2.5	-0.4	-10.1	0.5
O=C(Nc1nnc(-c2cccs2)o1)c1ccco1	8.5	-2.5	1.1	-8.8	22.8	-3.3	-0.4	4.8	-3.3
COc1cccc(COC(=O)c2ccc(S(=O)(=O)N3CCC(C)CC3)cc2)c1OC	22.6	10.7	6.3	-1.2	16.5	-3.1	0.9	10.1	-8.7
Cc1ccc(C(=O)CS(C)(=O)=O)cc1	-5.6	2.4	4.8	-6.5	9.2	-5.7	1.1	-3.1	-2.7
C=CCNC(=O)c1c(N)n(-c2cccc(S(N)(=O)=O)c2)c2nc3ccccc3nc12	-32.6	-13.0	15.4	-9.2	18.8	1.3	-1.0	1.2	0.4
CCC(C)c1ccc(S(=O)(=O)N2CCN(C(C)C(=O)NC3CCCC3)CC2)cc1 (stereo unspecified)	30.1	25.2	-2.3	29.0	9.2	-1.1	-1.0	4.5	-2.3
Cc1ccccc1C(=O)Nc1ccc(Br)cn1	21.4	-1.0	5.3	-8.4	-24.8	5.8	4.0	-31.0	-0.8
Cc1c(C(=O)N(CCC#N)c2ccccc2)sc2nc3n(c(=O)c12)CCCC3	21.9	10.7	1.8	-2.1	-0.3	-1.3	3.8	16.0	-1.2
CCOc1cc(/C=N/Nc2nc(C)cc(=O)[nH]2)ccc1O	-11.8	-5.2	-7.8	-4.7	-13.4	-1.6	0.3	9.5	-4.2
CCC(C(=O)OCC(=O)Nc1ccc(C(=O)Nc2ccc(OC)cc2)cc1)c1ccccc1 (stereo unspecified)	-1.5	15.0	-11.6	-5.5	-5.7	-2.4	-1.2	-14.9	5.6
O=C(CNc1cc(S(=O)(=O)N2CCCC2)ccc1OCC(F)(F)F)Nc1cc(Cl)cc(Cl)c1	-20.1	-5.8	x	-10.7	-11.9	16.1	1.7	33.2	-2.7
CN(Cc1ccccc1)c1ccc(N2C(=O)CCC2=O)cc1[N+](=O)[O-]	20.5	14.3	18.2	-2.5	11.1	-1.5	-0.2	11.6	-3.1
Cc1ccc(CCC(=O)Nc2ncc(Cc3cccc(Cl)c3Cl)s2)o1	-3.3	6.6	-0.4	-19.4	-4.9	23.4	0.8	68.9*	-3.9
CCCCN(CC)C(=O)Cn1cnc2ccc(S(=O)(=O)N3CCC(C)CC3)cc2c1=O	15.5	18.2	1.2	9.9	-0.4	-0.7	0.4	0.7	4.3
O=C(CNC(=O)c1ccc(Cl)cc1Cl)OCc1ccccc1	-3.5	5.8	5.0	0.1	15.0	0.3	2.1	-6.0	-6.0
CCN(Cc1ccccc1)C(=O)c1ccccc1C	5.8	17.9	5.6	18.9	13.4	-0.7	-0.6	10.5	-3.6
OCCC1CN(Cc2cccc3c2OCO3)CCN1C1CCCC1 (stereo unspecified)	6.9	2.0	-3.6	-0.6	3.5	0.2	-0.5	4.5	3.4
C[C@H](NC(=O)c1ccco1)C(=O)Nc1cccc([N+](=O)[O-])c1	10.8	-3.9	3.7	11.4	13.4	-7.9	0.0	2.7	-2.9
COCCN(Cc1cc2cc(C)ccc2nc1Cl)C(=O)Nc1ccccc1C	-0.4	19.9	3.5	-3.3	-10.2	-5.7	-2.2	17.8	-4.7
O=C(COc1coc(CN2CCc3ccccc32)cc1=O)Nc1ccccc1	1.3	7.4	-16.0	-0.2	1.1	2.1	-1.9	18.8	-5.2
CC1(C)C[C@H]2C3=CCC4[C@@]5(C)CC[C@H](O[C@@H]6O[C@H](C(=O)O)[C@@H](O)[C@H](O)[C@H]6O)[C@@](C)(CO)C5CC[C@@]4(C)[C@]3(C)C[C@H](O)[C@@]2(CO)[C@@H](O)[C@@H]1O (stereo partly specified)	-1.0	-8.8	-3.9	5.9	7.0	-3.6	-0.2	6.6	-2.8
O=C(Nc1cccc(Cl)c1)c1cc(-c2ccco2)on1	19.0	-83.9	-0.5	8.6	-4.2	2.6	3.0	-6.2	-1.3
CCCc1cc(C(=O)Nc2ccc(C(C)=O)cc2)no1	13.0	12.6	2.6	5.8	13.8	2.9	2.9	-18.3	-2.5

More structures.
SMILES	tim23-1 inh	tim10-1 inh	CXCR6 block	TIM10 inh	APJ antag	XBP1 UPR activ	CHOP UPR activ	Mdm2 MdmX PPI	APJ ag
CCOC(=O)N1CCC(c2nc(C)sc2C(=O)O)CC1	17.8	6.0	6.0	-6.3	18.6	0.4	0.8	2.4	2.4
CC(=O)c1cccc(NC(=O)CN(C)S(=O)(=O)c2ccc3c(c2)CC(C)N3C(C)=O)c1 (stereo unspecified)	-0.5	18.0	-4.7	-12.1	1.5	-4.3	2.8	29.4	-2.5
CC(C)CC(=O)c1c(O)c(C=O)c(O)c2c1O[C@@]1(C)[C@@H](C2)C[C@H]2C[C@@H]1C2(C)C	16.1	11.5	-1.2	8.9	12.5	10.0	5.5	59.5*	0.0
Cc1nc2nc(CC(=O)O)[nH]n2c(=O)c1[N+](=O)[O-]	1.2	-21.2	3.5	6.1	21.0	-2.5	-0.7	1.8	-5.1
CCc1ccccc1S(=O)(=O)Cc1ccc(C(=O)NCc2ccc3c(c2)OCO3)o1	6.9	14.3	0.3	-1.4	-45.2	-2.0	0.4	12.1	0.3
Cc1sc(NC(=S)NC(=O)C(C)(C)C)c(C(N)=O)c1C	20.0	19.6	16.5	-4.8	-3.4	2.4	2.2	-20.2	-4.6
CCC(C)(C)C1CCC(NC(=O)N2CCN(c3ccccc3O)CC2)CC1 (stereo unspecified)	5.3	4.8	-3.7	8.3	-5.9	-1.7	0.2	-4.0	1.5
CC(=O)c1cccc(NC(=O)CSc2nc(=O)n(Cc3ccccn3)c3c2CCC3)c1	0.5	16.7	-2.2	0.7	10.6	-1.7	0.5	7.8	-4.4
CCNc1nc(NC(C)C)nc(SCCOc2ccc(C)cc2)n1	12.6	22.7	-11.4	9.5	9.8	-2.0	-1.7	15.9	0.3
O=C(COC(=O)/C=C/c1ccc(Cl)cc1Cl)NCCC1=CCCCC1	6.3	19.5	2.6	-27.3	-7.6	1.9	0.2	17.9	-2.1
COc1ccc(NC2=CC(=O)CC(c3ccccc3)C2)c(OC)c1 (stereo unspecified)	-15.8	15.3	-3.1	-13.4	-4.5	-3.9	-1.0	46.6	-4.9
COCCN(C(=O)CCSc1ccc(F)cc1)c1c(N)n(Cc2ccccc2)c(=O)[nH]c1=O	-0.8	-2.5	3.1	4.3	-9.7	-2.5	0.0	-7.2	-5.2
Cc1ccc(NC(=O)c2c(Cl)nc3ccccn23)cc1	20.0	31.1	8.7	17.8	7.0	7.2	5.2	-82.2	-4.0
COc1ccc(OCC(=O)Nc2ccc(NC(=O)c3ccccc3Cl)c(OC)c2)cc1	34.0	9.9	5.3	11.2	-6.7	-8.1	-1.3	3.6	4.9
CN(C(=O)C1CCC(=O)N(CCCN2CCCC2=O)C1)C(C1CC1)C1CC1 (stereo unspecified)	4.5	13.7	2.0	-7.7	-4.6	-3.8	0.5	-6.9	-4.3
O=C(CSc1nncs1)Nc1ccc(Cl)cc1C(F)(F)F	-1.4	-4.6	-8.0	4.6	1.3	-0.1	0.5	13.0	-1.5
O=C(Cc1ccccc1F)Nc1ccc(S(=O)(=O)N2CCCC2)cc1	14.3	30.5	-5.0	15.1	-4.8	1.2	1.0	-4.2	-2.2
Cn1c(SCC(=O)Nc2ccc(F)cc2)nnc1C1CC1	-3.8	-7.2	4.9	-8.6	6.2	-0.5	0.4	21.5	-6.3
O=[N+]([O-])c1ccc2c(c1)C=C1CCCCC1(N1CCCCC1)O2 (stereo unspecified)	10.1	3.8	-6.4	12.3	6.9	-4.5	2.0	-17.1	-2.9
Cc1cc(C(=O)NNC(=O)c2cccc(Cl)c2)no1	5.0	-11.3	-8.6	-4.4	3.3	-2.5	1.2	-0.3	4.9
NC(=O)C1=C[C@H](c2csc3ccccc23)C[C@H](OCc2ccc(CO)cc2)O1	24.3	5.9	1.8	6.5	-55.1	6.2	2.1	-3.7	5.4
CC1CCCCC1N1CCN(C(=O)c2cccc(F)c2)CC1 (stereo unspecified)	4.8	8.7	6.5	-18.2	-0.8	-2.4	-0.9	-21.3	1.3
C(=C\CSc1nnnn1-c1ccccc1)/CSc1nnnn1-c1ccccc1	-0.5	21.2	2.3	16.1	12.7	1.5	0.3	15.2	-1.3
CCc1ccccc1OCCCCN1CCCCC1	-3.1	-30.9	10.1	-39.8	16.9	-4.7	0.1	-20.9	-3.6
O=C(Oc1ccc(-c2cn3c(n2)SCC3)cc1)c1ccccc1	12.5	0.2	-9.8	11.3	-32.5	4.2	1.8	-17.6	-0.1

Marked active in Mdm2 MdmX PPI, among the entries above:
SMILES	CXCR6 block	TIM10 inh	APJ antag	XBP1 UPR activ	Mdm2 MdmX PPI	APJ ag
Cc1ccc(CCC(=O)Nc2ncc(Cc3cccc(Cl)c3Cl)s2)o1	-0.4	-19.4	-4.9	23.4	68.9*	-3.9
CC(C)CC(=O)c1c(O)c(C=O)c(O)c2c1O[C@@]1(C)[C@@H](C2)C[C@H]2C[C@@H]1C2(C)C	-1.2	8.9	12.5	10.0	59.5*	0.0

Next part.
SMILES	tim23-1 inh	tim10-1 inh	CXCR6 block	TIM10 inh	APJ antag	XBP1 UPR activ	CHOP UPR activ	Mdm2 MdmX PPI	APJ ag
CN(c1ccccc1)S(=O)(=O)c1cccc(NS(=O)(=O)c2cccc(C(=O)O)c2)c1	11.2	21.9	-8.2	11.3	18.4	1.5	-0.5	-34.7	-0.6
Cc1cc(O)ccc1C1(c2ccc(O)cc2C)OC(=O)c2ccccc21	11.9	7.5	4.9	2.2	4.8	-3.0	0.3	11.0	1.9
Cc1ccc(N(C(=O)Cn2nnc(-c3ccc(F)cc3)n2)C(CC(C)C)C(=O)NCC2CCCO2)cc1 (stereo unspecified)	22.5	22.1	2.8	23.6	18.6	-0.1	-1.2	12.9	-4.7
CCC(C)NC(=O)CN1C(=O)CC(C)(C)S(=O)(=O)c2ccccc21 (stereo unspecified)	9.3	5.4	-7.7	5.8	15.9	2.0	-1.1	-1.1	-2.8
Cc1cc(NC(=S)Nc2cccc3ccccc23)n[nH]1	27.8	31.3	-8.2	28.8	-14.0	2.0	2.0	-42.7	0.3
COc1ccc(NC(=O)CN(C)C(=O)c2cc(CN3C(=O)c4ccccc4C3=O)ccc2OC)cc1	15.7	12.7	-2.3	6.6	4.6	1.0	-1.1	8.1	0.1
COc1ccccc1C1C(C(N)=O)=C(C)Nc2nc(CCCO)nn21 (stereo unspecified)	-6.5	-4.4	-0.2	-0.6	5.6	2.5	1.8	13.7	-3.3

Assay outcomes from PubChem BioAssay.
